NOD1 inhibition: NOD1 signaling inhibitors, primary screen, cell-based, luminescence, uHTS (AID 1578). NOD1-driven NF-kB luciferase reporter cells, luminescence; higher % means a stronger effect. inhibition, % at 4 µM; hits with a dose series show EC50 in µM. 290,000 compounds, 1% hits; in the data active = inhibition mostly above about 36%, no sharp cut-off; inactive = mostly below about 34%;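 note: HEK-293T reporter cells stimulated with the NOD1 agonist gamma-tri-DAP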
KOR beta-arrestin-1: kappa opioid receptor activators – cell-based, luminescence, uHTS, primary screen (AID 1777). activation, % at 10 µM; hits with a dose series show EC50 in µM. 280,000 compounds, 0.02% hits. KOR beta-arrestin recruitment, luminescence; higher % means a stronger effect; in the data active = activation above about 50%, passing the limit was not always enough; note: a part of the inactive calls stands beside numbers as strong as those of hits
TNAP activation fold: human TNAP enzyme activators, primary screen, biochemical, luminescent, no phosphate acceptor, uHTS (AID 1001). purified TNAP, luminescent activation assay, no phosphate acceptor; higher activation fold means a stronger effect. 200,000 compounds, 0.03% hits. activation fold at 20 µM, or EC50 in µM where a hit was titrated; in the data active = activation fold from about 3, or a potency from the dose series; inactive = the rest, 99 in 100 with activation fold below about 1.6; note: many of its hits are not listed in these tables
GPR55 activation: selective activators of receptor GPR55 – imaging, U2OS cells, beta-arrestin-GFP redistribution, primary screen (AID 1961) | U2OS GPR55 beta-arrestin-GFP redistribution imaging; higher % means a stronger effect | activation, % at 10 µM, or EC50 in µM where a hit was titrated | 290,000 compounds, 0.048% hits;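 active = activation above 40% with more than 50 cells counted in the well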;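 note: U2OS osteosarcoma cells stably expressing GPR55 and beta-arrestin-GFP; plate controls were DMSO negative control for no effect and LPI positive control for full effect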
KOR beta-arrestin-2: KOR antagonists, beta-arrestin recruitment, cell-based, luminescence, uHTS (AID 1778); KOR beta-arrestin recruitment, luminescence, antagonist mode; higher % means a stronger effect; inhibition, % at 10 µM; hits with a dose series show IC50 in µM; 290,000 compounds, 0.091% hits; note: strong numbers were not always called active
ER stress rescue: protection against thapsigargin-triggered cell killing – 384-well, CSM14.1, ATP luminescence, primary screen (AID 1222); CSM14.1 thapsigargin-induced death rescue, ATP luminescence; higher % means a stronger effect; one-dose cellular ATP content (survival), % at 20 µM; EC50 in µM for titrated hits; 190,000 tested, under 10 active;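 active = EC50 below 50 µM in the dose-response confirmation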;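 note: death triggered by thapsigargin at about 15 µM added after 2 h compound pretreatment; cell ATP read after overnight thapsigargin exposure of roughly 18 to 22 hours; normalized against plate controls of thapsigargin alone and 5% DMSO vehicle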
NTR1 ag: agonists of NTR1, primary screen, imaging, U2OS cells, beta-arrestin-GFP, high content (AID 493036) | P30989 | NTR1-U2OS beta-arrestin-GFP spot imaging, agonist mode | activation, % at 20 µM | 330,000 compounds, 0.17% hits;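 active = activation at or above 40% of the spot to cytoplasm intensity ratio, with at least 20 cells analyzed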;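 note: 0% = DMSO without peptide and 100% = 100 nM NTR1 peptide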
Target sequence (P30989 whole entry, looked up): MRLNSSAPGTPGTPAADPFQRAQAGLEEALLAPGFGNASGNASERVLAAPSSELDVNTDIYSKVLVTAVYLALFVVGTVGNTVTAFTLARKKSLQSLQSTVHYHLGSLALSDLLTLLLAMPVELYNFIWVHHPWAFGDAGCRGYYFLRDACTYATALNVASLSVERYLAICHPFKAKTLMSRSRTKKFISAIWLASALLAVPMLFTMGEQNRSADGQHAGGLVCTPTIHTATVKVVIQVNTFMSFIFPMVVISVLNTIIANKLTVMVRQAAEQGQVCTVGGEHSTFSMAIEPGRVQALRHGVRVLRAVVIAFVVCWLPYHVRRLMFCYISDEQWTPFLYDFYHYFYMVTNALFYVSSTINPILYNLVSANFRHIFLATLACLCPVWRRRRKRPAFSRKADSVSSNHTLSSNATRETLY
Yfh1-depleted yeast: mitochondrial function rescue without frataxin homolog – Friedreich's ataxia, plus single-dose screen, dose response (AID 1465). 220,000 compounds, 0.074% hits. fold induction at 50 µM, or EC50 in µM where a hit was titrated. S. cerevisiae Yfh1-off respiration, WST-1 reduction, 72 h; higher fold induction means a stronger effect;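 active = fold induction of absorbance versus untreated yeast above a set limit, then at least 30% activation at any dose in follow-up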;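 note: activators that raise dye reduction in frataxin-depleted yeast; strong numbers were not always called active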
NOD2 inhibition: inhibition of NOD2-driven NF-kB reporter – cell-based, luminescence, uHTS, HEK293 (AID 1566). HEK293 NOD2/NF-kB luciferase reporter, luminescence; higher % means a stronger effect. one-dose inhibition, % at 4 µM; EC50 in µM for titrated hits. 290,000 compounds, 0.63% hits; note: many of its hits are not listed in these tables
NTR1 ag cell count 20 µM: also measured in NTR1 ag; calls as there; cell count; measured here: cell count, cytotoxicity flag
An asterisk follows results filed as active; i = inactive; · = not tested or not shown; [ ] = dose if it differs, or a comment. Cut-off read from the data, not from the text of the source, unless noted: active = inhibition above about 50%; inactive = the rest.

SMILES	NOD1 inhibition	KOR beta-arrestin-1	TNAP activation fold	GPR55 activation	KOR beta-arrestin-2	ER stress rescue	NTR1 ag	NTR1 ag cell count 20 µM	Yfh1-depleted yeast	NOD2 inhibition
CCN1C(=O)/C(=c2\sc3nc(=O)c(Cc4ccccc4)nn3c2=O)c2ccccc21	4%	9.1%	·	-0.2%	-15%	·	0.0	39	i	9%
Cc1cccc(C(=O)NC2CCN(C(=O)Nc3ccccc3C)CC2)c1	-1%	-2.6%	1	-0.2%	-15%	0.4%	0.7	35	i	6%
Cc1cc(C)nc(SCc2ccc(C(=O)N/N=C/c3cccnc3)cc2)n1	-37%	-3.1%	1.1	1.1%	9%	0.3%	0.5	73	i	15%
Cc1nnc(SCC(=O)Nc2ccc(Cl)cn2)[nH]c1=O	11%	0.8%	1	0.4%	12%	-2.3%	-1.4	44	i	2%
CN1CCN(CCNC(=O)c2cn(Cc3ccccc3F)nn2)CC1	-27%	·	1	-0.1%	-8%[20 µM]	-1.5%	0.8	83	i	9%
COc1cccc(/C=C2\SC(=O)N(CCC(=O)NC3CCS(=O)(=O)C3)C2=O)c1 (stereo not drawn)	-23%	0.3%	·	-0.1%	6%	·	0.5	67	·	-12%
COc1cc(CCCN2C(N)=NC[C@@H]2Cc2ccccc2)cc(OC)c1OC	-3%	·	·	-0.1%	38%	·	-2.4	76	i	10%
COCCNC(=O)C(=O)NCCN1CCOCC1	-11%	4.9%	1	-0.2%	-54%	-3.4%	1.9	47	i	3%
COC(=O)[C@H](C)NC(=O)Nc1ccc(OC)c(OC)c1	-2%	20%	1.1	-0.3%	15%	-2.0%	-0.2	27	i	-6%
CCc1nc(SCc2ccccn2)[nH]c(=O)c1C	-42%	2.6%	1.1	-0.1%	9%[20 µM]	3.2%	-0.2	65	i	20%
COCCCNC(=O)C(=O)NC1CCCCCC1	-18%	14%	1.2	-0.8%	-17%	-1.7%	1.3	48	i	15%
COC(=O)c1sc2nc(CN3CCOCC3)nc(N3CCOCC3)c2c1C	8%	-3.4%	1.1	0.0%	20%	0.8%	-0.4	73	i	4%
CC(C)[C@H](NC(=O)[C@@H]1Cc2ccccc2CN1C(=O)OC(C)(C)C)C(=O)NCC1CCCO1 (stereo partly drawn)	-34%	-7.7%	·	0.3%	22%	·	-0.3	65	·	1%
CC(C)n1c(O)c(N=NC(=O)CNC(=O)c2cccnc2)c2ccccc21	-20%	1.2%	·	1.0%	21%	·	-0.4	50	·	16%
CCOC(=O)N1CCN(C(=O)/C=C/c2c(C)nn(-c3ccc(F)cc3)c2Cl)CC1	-18%	-0.4%	1.1	0.1%	-11%	-0.4%	·	·	i	28%
Cn1nnc(NC(=S)NC(=O)/C=C/c2ccco2)n1	1%	-0.6%	·	0.2%	29%	·	2.8	42	i	-19%
Cc1[nH]c2ccccc2c1C(=O)C(=O)N1c2ccccc2CC1C (stereo not drawn)	16%	2.6%	·	-0.1%	3%	·	1.6	52	·	29%
CCOC(=O)CCP(=O)(O)C(O)(c1ccccc1)c1ccccc1	-14%	2.0%	1.1	-0.1%	-40%	3.3%	4.0	48	i	2%
O=c1oc2ccccc2c(N2CCCC2)c1[N+](=O)[O-]	-9%	-5.2%	1.1	-0.3%	13%	·	0.9	45	i	1%
CC(=O)c1ccc(OC(=O)c2ccc(Br)o2)cc1	-4%	-0.7%	1	-0.1%	6%	-0.2%	1.2	78	i	4%
COC(=O)C1=CN(Cc2ccc(OC)c(OC)c2)C=C(C(=O)OC)C1c1ccc(O)cc1	13%	1.4%	·	0.3%	-7%	·	1.0	43	·	0%
Cc1ccc(NC(=O)COC(=O)Cn2c(C)csc2=O)cc1C	-27%	1.7%	0.9	0.0%	-21%	-1.3%	-0.2	88	i	-32%
O=C1/C(=C\c2cccs2)SC(=S)N1C1CCS(=O)(=O)C1 (stereo not drawn)	-5%	·	0.9	-0.1%	-10%[20 µM]	-1.6%	1.2	41	i	22%
CCN(CC)C(=O)Cn1cc(C(=O)C(=O)N2CCN(Cc3ccccc3)CC2)c2ccccc21	0%	-3.4%	·	1.2%	-9%	·	1.5	41	·	16%
CC(NCCS(=O)(=O)c1ccc(Cl)cc1)c1cccc(Cl)c1 (stereo not drawn)	-28%	-3.5%	·	0.2%	-22%	·	1.7	46	·	54%*
O=C(COC(=O)[C@@H]1CCCN1C(=O)c1cccs1)Nc1ccc(F)cc1[N+](=O)[O-]	-31%	-5.8%	1.2	0.3%	2%	-0.9%	0.0	52	i	12%
CN(Cc1nccs1)C(=O)c1ccc(OC2CCN(Cc3ccccn3)CC2)cc1	-26%	2.8%	·	-0.1%	-24%	·	0.9	39	·	-6%
O=C(CCC1CCN(C(=O)c2ccco2)CC1)NCc1ccc(F)cc1	-9%	-2.4%	·	-0.1%	5%	·	2.0	55	·	4%
Cc1ccc(S(=O)(=O)NC(=O)NCc2ccccc2)cc1	-4%	3.4%	1.1	-0.1%	-13%	0.6%	1.1	85	i	14%
O=C(Nc1ccc2ccccc2c1)[C@@H]1C[C@H]1[C@@H](NP(=O)(c1ccccc1)c1ccccc1)c1ccccc1	2%	1.1%	1.2	0.2%	9%	-3.2%	0.6	80	i	6%

Entries of single compounds, quoted from the list. Screens in order: NOD1 inhibition | KOR beta-arrestin-1 | TNAP activation fold | GPR55 activation | KOR beta-arrestin-2 | ER stress rescue | NTR1 ag | NTR1 ag cell count 20 µM | Yfh1-depleted yeast | NOD2 inhibition
Profile of O=C(COC(=O)[C@@H]1CCCN1C(=O)c1cccs1)Nc1ccc(F)cc1[N+](=O)[O-] : -31% | -5.8% | 1.2 | 0.3% | 2% | -0.9% | 0.0 | 52 | i | 12%
Profile of COC(=O)C1=CN(Cc2ccc(OC)c(OC)c2)C=C(C(=O)OC)C1c1ccc(O)cc1 : 13% | 1.4% | · | 0.3% | -7% | · | 1.0 | 43 | · | 0%
Profile of CCOC(=O)CCP(=O)(O)C(O)(c1ccccc1)c1ccccc1 : -14% | 2.0% | 1.1 | -0.1% | -40% | 3.3% | 4.0 | 48 | i | 2%

The list goes on:
SMILES	NOD1 inhibition	KOR beta-arrestin-1	TNAP activation fold	GPR55 activation	KOR beta-arrestin-2	ER stress rescue	NTR1 ag	NTR1 ag cell count 20 µM	Yfh1-depleted yeast	NOD2 inhibition
Cc1ccc(C)c(N(C)S(=O)(=O)c2ccc3[nH]cc(C(=O)NCCN4CCOCC4)c(=O)c3c2)c1	-20%	1.7%	1.1	0.5%	-22%	-1.8%	0.3	43	i	2%
Cc1c(O)ccc2c(CN3CCN(CCO)CC3)cc(=O)oc12	-23%	3.1%	1.1	-0.1%	16%	-2.0%	0.9	55	i	-8%
CCCC(=O)Nc1ccc2c(c1)nc(CN1CCN(C(=O)OCC)CC1)n2C	-5%	1.4%	·	0.0%	-10%	·	0.0	88	·	0%
COCCN1C(=O)c2ccccc2C(C(=O)NCCN(C)C)C1c1ccc(F)cc1 (stereo not drawn)	13%	-4.7%	1.1	0.3%	34%	-0.8%	1.3	65	i	8%
CCOC(=O)c1ccc(N2CCN(c3ccccc3F)CC2)c(NC(=O)Nc2ccccc2)c1	-8%	-6.1%	2.2	-0.3%	20%	-1.9%	2.6	49	i	1%
Cc1nc2ccc(Br)cc2c(-c2ccccc2)c1C(=O)O	-4%	-0.2%	·	0.4%	13%	·	1.3	85	·	-2%
Cc1cc(NC(=O)CN2C(=O)NC3(CCCCCC3)C2=O)no1	-8%	-1.9%	·	-0.1%	6%	·	0.1	71	i	-1%
CNC(=O)CN(c1cc(OCCOC)c(Cl)cc1Cl)S(=O)(=O)c1ccccc1	-22%	-2.5%	1.1	0.5%	-6%	·	0.4	34	i	-11%
CN(/N=C/c1ccccc1Cl)c1ncc(Cl)cc1C(F)(F)F	-15%	0.6%	·	0.2%	-3%	·	0.7	63	i	-4%
CCOCCCNC(=O)Cn1cc2c(n1)CCCCC2	-16%	-3.3%	1.2	-0.2%	9%	·	1.7	43	i	-6%
COc1ccc(C(C)=O)cc1CSc1nnc(Nc2c(C)cccc2C)s1	-15%	5.5%	1.3	-0.4%	·	-0.9%	-0.5	75	i	-4%
CCn1c(=O)cc(SCC(=O)N2CCN(c3ccccc3F)CC2)c2ccccc21	-8%	-2.5%	1.1	-0.1%	-34%	-1.8%	-0.4	98	i	9%
CN(C)c1ccc(/C=N/N(Cc2ccccc2)c2ccccc2)cc1	-30%	-3.4%	1	-0.3%	11%	-1.4%	11	58	i	-2%
Cc1ccc(NC(=O)CN2CCC(C(=O)c3ccc4c(c3)OCCO4)CC2)cc1	0%	2.8%	1	0.2%	8%	0.7%	-2.1	66	i	11%
Nc1nc(C2CCCCC2)cs1	1%	-12%	1.1	-0.1%	41%	-0.2%	-0.7	72	i	-19%
Cc1nc(NCc2ccco2)c(C#N)c2c1COC(C)(C)C2	3%	-0.5%	1.2	0.2%	6%	·	-0.8	25	i	3%
CCN1CC=C2C(C#N)=C(N)C(C#N)(C#N)C(c3cc(Cl)ccc3Cl)C2C1 (stereo not drawn)	4%	-5.2%	1.1	4.8%	16%	6.1%	·	·	·	12%
CCc1ccccc1NC(=O)Nc1c(C)n(C)n(-c2ccccc2)c1=O	-10%	1.5%	·	-0.1%	-20%	·	-0.2	53	·	5%
Fc1ccc(/C=N/N2CCCCC2)c(F)c1	-15%	-3.4%	·	0.0%	0%	·	-0.4	49	·	1%
Cc1cc([N+](=O)[O-])nn1CCCC(=O)Nc1cccc(Cl)c1Cl	-24%	-2.8%	1.2	-0.4%	-2%	-0.5%	2.4	49	i	18%
COCCN1C(=O)C(=O)/C(=C(/O)c2ccc(S(=O)(=O)N3CCOCC3)cc2)C1c1ccc(O)cc1 (stereo not drawn)	-2%	0.0%	·	0.0%	22%	·	0.5	64	i	10%
Cc1cc(C)c(C)c(/C=C(/C#N)C(N)=S)c1C	14%	2.1%	1.3	0.4%	-39%	0.4%	7.6	60	i	16%
CN(C)S(=O)(=O)c1ccc(C(=O)NCC(C)(C)CN=C2NS(=O)(=O)c3ccccc32)cc1	-17%	0.4%	·	-0.2%	-2%	·	-0.1	61	·	8%
CC(C)[C@H](NC(=O)c1ccco1)C(=O)NC12CC3CC(CC(C3)C1)C2	-18%	-6.4%	1.1	1.0%	12%[20 µM]	-0.2%	-0.1	55	i	12%
O=C(NCc1ccccc1)C(=O)NCC1OCCN1S(=O)(=O)c1ccc([N+](=O)[O-])cc1 (stereo not drawn)	-4%	-4.4%	1	-0.2%	22%	-1.2%	-0.6	85	i	9%
Cc1ccc(OCCCn2c(=O)sc3ccccc32)cc1	18%	2.7%	1.1	-0.1%	-23%	1.3%	2.1	47	i	-9%
CC(=O)NNC(=O)c1cc2c3ccccc3n(C)c2s1	-35%	7.7%	1.2	0.2%	-59%	-1.1%	0.4	33	i	-35%

An excerpt; rates above refer to the full screens.
